GAA inhib: qHTS Assay for Inhibitors of Human alpha-Glucosidase as a Potential Chaperone Treatment of Pompe Disease; Potency, µM (titrated, usually from 76.9 µM), for the others: at the top dose activity change, negative = inhibition, usual class: inhibitors; purified human GAA, 4-MU-alpha-glucoside fluorescence; 200,000 tested, 0.005% active; AID 1466, 2008;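 further: plate controls were uninhibited enzyme wells for no effect and no-enzyme background for full effect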
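Fluorogenic assay: 4 nM human alpha-glucosidase with 400 uM 4-methylumbelliferyl-alpha-D-pyranoside in 50 mM citrate/phosphate, 0.005% Tween-20, pH 5.0, 20 min at room temperature. Compounds tested up to 77 uM; AC50 from Hill fits.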
Tau fluor cs: Counterscreen qHTS for Inhibitors of Tau Fibril Formation, Fluorescence Polarization | tau K18 P301L (four-repeat tau fragment) Alexa594 fluorescence, heparin fibrillization | Potency, µM (titrated, usually from 57.7 µM), for the others: at the top dose activity change, negative = decrease | AID 1463, 2008 | 280,000 tested, 0.93% active; further: on the % scale 0 is the no-effect control and ±100 the full control effect; nearly all actives have a fitted effect of over 55% in size
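Human K18 P301L tau (15 uM unlabeled plus 0.24 uM Alexa 594-labeled, final) in 100 mM sodium acetate pH 7 was mixed with compound and 20 uM heparin and incubated 6 hr at 37 C.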
aGlu spleen mod: qHTS Assay for Inhibitors and Activators of Human alpha-Glucosidase From Spleen Homogenate | Lysosomal alpha-glucosidase (Homo sapiens), P10253 | human spleen homogenate, 4-MU-alpha-glucoside fluorescence | Potency, µM (titrated, usually from 79.9 µM), inactives show at the top dose activity change, negative = inhibition, actives largely listed as inhibitors | 240,000 tested, 0.006% active | AID 2112, 2009;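 further: 0% = enzyme with vehicle and -100% = no enzyme basal signal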
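Human spleen homogenate (1 ug) with 4-methylumbelliferyl-alpha-D-glucopyranoside (1 mM final) in 50 mM citrate/phosphate pH 5.0, 0.01% Tween-20; 40 min at 37 C. Stopped at pH 10; 4-MU fluorescence Ex 365/Em 440 nm; AC50 by Hill fit.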
Epigenetic reg: Quantitative High-Throughput Screen for Regulators of Epigenetic Control. Potency, µM (highest dose often 53.9 µM), without a hit: at the top dose GFP activation, actives largely listed as activators. murine LDR cells, GFP reporter derepression, 30 h. 280,000 tested, 0.2% active; further: % of control where 0% means no effect; nearly all actives have a fitted effect of over 60% in size
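Murine LDR cells bearing a silenced CMV-driven GFP reporter were exposed to compound for 30 h at 37 C. After PBS washes, GFP-positive cells (20-120 um objects) counted by laser-scanning microplate cytometry.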
ALDH1A1 inh: qHTS Assay for Inhibitors of Aldehyde Dehydrogenase 1 (ALDH1A1); AID 1030, 2008; Potency, µM (series often up to 75.3 µM), inactives show at the top dose activity, negative = inhibition, hits mostly inhibitors; Aldehyde dehydrogenase 1A1 (Homo sapiens), P00352; Purified ALDH1A1, NADH fluorescence, propionaldehyde substrate; 220,000 tested, 7.3% active; active means well fitted inhibition curve with a large enough effect, not every such curve was filed as active; inconclusive means small, poorly fitted or top-dose-only effect, or another doubt; inactive means no such curve, though single readings can be large or run the other way;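 further: plate controls were no enzyme wells and a reference inhibitor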
Target sequence (P00352 whole entry, looked up): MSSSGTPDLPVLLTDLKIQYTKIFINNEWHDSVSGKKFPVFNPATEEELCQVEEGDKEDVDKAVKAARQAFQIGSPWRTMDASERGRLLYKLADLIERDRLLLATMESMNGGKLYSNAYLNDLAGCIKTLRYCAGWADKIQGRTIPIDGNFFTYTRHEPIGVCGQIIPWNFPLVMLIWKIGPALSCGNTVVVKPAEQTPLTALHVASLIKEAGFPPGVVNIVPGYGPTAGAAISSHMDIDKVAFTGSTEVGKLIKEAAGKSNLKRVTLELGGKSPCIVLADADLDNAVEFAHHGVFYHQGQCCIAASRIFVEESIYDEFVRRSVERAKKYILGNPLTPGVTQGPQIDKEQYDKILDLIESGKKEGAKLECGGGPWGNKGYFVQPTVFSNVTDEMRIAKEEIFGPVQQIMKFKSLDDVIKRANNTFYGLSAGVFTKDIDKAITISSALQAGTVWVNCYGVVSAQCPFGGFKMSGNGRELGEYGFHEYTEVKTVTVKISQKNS
GAA glycogen: qHTS Assay for Inhibitors and Activators of Human alpha-Glucosidase Cleavage of Glycogen | Potency, µM (top dose mostly 76.4 µM), without a hit: at the top dose activity change, negative = inhibition, hits mostly inhibitors | recombinant GAA, glycogen substrate, Amplex Red glucose oxidase fluorescence | AID 2100, 2009 | 300,000 tested, 0.38% active | Lysosomal alpha-glucosidase (Homo sapiens), P10253;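 further: 0% = full enzyme reaction and -100% = no-enzyme basal signal; the screen sought inhibitors and activators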
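Recombinant human alpha-glucosidase (4 nM final) hydrolysed bovine liver glycogen (30 ug) for 40 min at 37 C in pH 5.0 citrate/phosphate with 0.01% Tween-20. Released glucose detected by glucose oxidase/Amplex Red, Ex 573/Em 610 nm. Compounds up to 77 uM; AC50 from Hill fits.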
NPSR antag: qHTS Assay for Antagonists of the Neuropeptide S Receptor: cAMP Signal Transduction; CHO-NPSR cells, cAMP TR-FRET, antagonist mode; Potency, µM (titrated, usually from 38.3 µM), without a hit: at the top dose activity change, negative = inhibition, usual class: inhibitors; 220,000 tested, 1% active; AID 1461, 2008; further: on the % scale 0 is the no-effect control and ±100 the full control effect; nearly all actives have a fitted effect of over 50% in size; many of its hits are not listed in these tables
Target sequence (Q6W5P4 whole entry, looked up): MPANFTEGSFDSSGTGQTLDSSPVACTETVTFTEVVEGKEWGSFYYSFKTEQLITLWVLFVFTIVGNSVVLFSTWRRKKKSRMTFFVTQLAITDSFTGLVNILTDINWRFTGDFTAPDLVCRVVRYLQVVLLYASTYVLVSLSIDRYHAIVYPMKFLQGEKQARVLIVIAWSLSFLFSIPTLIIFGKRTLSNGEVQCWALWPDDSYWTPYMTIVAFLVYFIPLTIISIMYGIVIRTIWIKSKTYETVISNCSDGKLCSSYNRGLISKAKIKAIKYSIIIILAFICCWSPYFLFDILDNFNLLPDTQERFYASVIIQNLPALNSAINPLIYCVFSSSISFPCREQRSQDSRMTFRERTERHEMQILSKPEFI
GLA spleen mod: qHTS Assay for Inhibitors and Activators of Human alpha-Galactosidase From Spleen Homogenate | human spleen homogenate, 4MU-alpha-Gal fluorescence, 40 min | Potency, µM (highest dose often 80 µM), inactives show at the highest dose activity change, negative = inhibition, usual class: inhibitors | 240,000 tested, 0.008% active;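 further: 0% = enzyme with vehicle and -100% = no enzyme basal signal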
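Inhibition or activation of alpha-galactosidase in human spleen homogenate is scored by 4-MU fluorescence after 40 min at 37C, pH 5.0, with 1 mM substrate. AC50s come from concentration-response fitted to the Hill equation.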
Starred values were filed as active, the others as inactive; ? = inconclusive; . = no result given; [ ] = another dose, or the depositor's remark. Unless noted, the call rests on the fitted dose curve; in most records, active means well fitted curve in the direction sought with a large enough effect; inconclusive means small, poorly fitted or top-dose-only effect, or another doubt; inactive means no such curve, though single readings can be large; an effect the other way counts as inactive or inconclusive. Potency means the concentration at half of the fitted maximal effect. Not all compounds are listed; rates above refer to the full screens.

| Compound | GAA inhib | Tau fluor cs | aGlu spleen mod | Epigenetic reg | ALDH1A1 inh | GAA glycogen | NPSR antag | GLA spleen mod |
| --- | --- | --- | --- | --- | --- | --- | --- | --- |
| Cc1cc(/C=C2/NC(=O)NC2=O)c(C)n1-c1ccccn1 | -6% | 3% | 2% | -0.9% | -1% | 8% | -21% | 4% |
| C[C@@H]1Cc2ccccc2N1NC(=O)c1ccc(Cl)c(S(N)=O)c1 (stereo partly specified) | . | . | 1%[29.1 µM] | -0.3%[16.9 µM] | 7.9µM* | . | . | 3%[29.1 µM] |
| O=C(O)C1(O)CC(O)C(O)C(O)C1 (stereo unspecified) | . | -2% | -1% | -5.5% | -6% | . | . | 9% |
| COC(=O)CC1=COC2OCC3=CC[C@@H]1C32 (stereo partly specified) | . | -5%[11.6 µM] | 1%[17.4 µM] | 0.0%[10.1 µM] | 9%[13.5 µM] | . | . | -2%[17.5 µM] |
| CN(Cc1nc(Cc2ccccc2F)no1)[C@@H]1CS(=O)(=O)C[C@H]1O | ? | 3% | 2% | -0.2% | -7% | -2% | 3% | 0% |
| COc1ccc(-n2nc([N+](=O)[O-])c(=NCCc3ccc(C)cc3)n2O)cc1 | -3% | ? | 2% | 0.9% | -13% | -17% | 1% | 3% |
| CN(C)N=Nc1ccc2nc[nH]c2c1 | . | ? | -9% | 0.8% | . | -2% | -1% | 4% |
| COc1ccc(NC(=O)Cc2ccccc2)cn1 | -1% | -8% | 3% | -2.4% | -2% | 1% | 2% | 6% |
| CCC(=O)N1CCN(c2ccc(NC(=O)c3ccc4c(c3)OCCO4)cc2)CC1 | 7% | -10% | . | -1.2% | 3% | 7% | 7% | 8% |
| O=C(N/N=C/c1ccc(-c2ccc([N+](=O)[O-])cc2)o1)C(O)c1ccccc1 (stereo unspecified) | -7% | ? | -7% | -1.0% | -9% | 9% | -4% | -3% |
| COc1ccc(OC(C)C(=O)Nc2ccc(F)cc2F)cc1 (stereo unspecified) | 10% | 1% | 1% | 1.1% | 0% | 5% | -3% | 5% |
| CCOC(=O)N1CCC(n2c(SCC(=O)N3CCCC3)nc3ccccc3c2=O)CC1 | -2% | -18% | -4% | -0.9% | -2% | 3% | -11%[46.1 µM] | 7% |
| CC(C(=O)c1c[nH]c(C(N)=O)c1)c1ncc(C(F)(F)F)cc1Cl (stereo unspecified) | 6% | -3% | -13% | 1.1% | 13% | 2% | 4% | 2% |
| O=C(Nc1ccc2c(c1)OCO2)N1CCN(C(=O)C2CCCO2)CC1 (stereo unspecified) | -7% | 5% | 2% | 0.0% | -1% | -1% | 15%[46.1 µM] | -1% |
| COc1cc(CCC(=O)OCC(=O)Nc2c(C)cc(C)cc2C)cc(OC)c1OC | 3% | 0% | 1% | 0.0% | ? | 5% | 19% | 0% |
| CCOc1ccc(C(=O)Nc2ccc(N3CCN(C)CC3)cc2)cc1Br | -7% | -29% | 0% | 3.0% | -8% | 6% | -4%[46.1 µM] | 2% |
| COc1cc2ccc(=O)oc2c(OC)c1OC | . | -9% | 6% | -0.5% | ? | . | . | 19% |
| Nn1cc(-c2ccccc2)nc1SCC(=O)Nc1ccc2c(c1)OCO2 | 1% | -22% | -10% | 2.0% | 1.4µM* | -6% | 1% | -2% |
| COc1ccc(CN(C)CC(=O)Nc2sc3c(c2C#N)CCC3)cc1OC | -3% | -13% | 4% | -5.1% | 14µM* | -6% | -16% | -1% |
| CN(C1=NS(=O)(=O)c2ccccc21)c1ccc(OC(=O)c2ccncc2)cc1 | ? | 16% | -4% | -1.2% | -5% | 20% | 0% | -6% |
| COC(=O)c1c(NC(=O)/C=C/c2ccc3c(c2)OCO3)sc(C)c1C | -7% | -12% | 2% | 0.0% | -3% | -4% | 11%[46.1 µM] | -6% |
| CCOC(=O)CSc1cccc2cccnc12 | -3% | -7% | 0% | ? | ? | -5% | -8%[46.1 µM] | 3% |
| Cc1ccccc1NC(=O)C(C)c1ccc(-c2ccccc2)c(F)c1 (stereo unspecified) | 0% | -14% | -11% | 1.4% | -2% | -2% | ? | -9% |
| CCOC(=O)C1(Cc2ccccc2)CCN(Cc2cnc(N3CCOCC3)s2)CC1 | . | 3% | 0% | -0.1% | ? | -8% | -3% | -1% |
| Cc1ccc(-n2nc(C(=O)O)cc2-c2ccc(Cl)cc2)cc1 | 1% | 13% | 5% | -0.4% | 5% | -1% | -32% | 5% |

Gathered by group: the entries above with an NH in an aromatic ring.
| Compound | GAA inhib | Tau fluor cs | aGlu spleen mod | Epigenetic reg | ALDH1A1 inh | GAA glycogen | NPSR antag | GLA spleen mod |
| --- | --- | --- | --- | --- | --- | --- | --- | --- |
| CN(C)N=Nc1ccc2nc[nH]c2c1 | . | ? | -9% | 0.8% | . | -2% | -1% | 4% |
| CC(C(=O)c1c[nH]c(C(N)=O)c1)c1ncc(C(F)(F)F)cc1Cl (stereo unspecified) | 6% | -3% | -13% | 1.1% | 13% | 2% | 4% | 2% |

Later entries:
| Compound | GAA inhib | Tau fluor cs | aGlu spleen mod | Epigenetic reg | ALDH1A1 inh | GAA glycogen | NPSR antag | GLA spleen mod |
| --- | --- | --- | --- | --- | --- | --- | --- | --- |
| O=C(NCCCCC(NC(=O)C1CCCCC1)C(=O)O)c1ccccc1 (stereo unspecified) | 1% | 7% | -5% | 3.2% | 0% | 4% | -7%[46.1 µM] | -8% |
| CCN(CC)CCNC(=O)CCCNC(=O)Cn1cnc2sc(C)c(C)c2c1=O | 4% | 9% | -5% | -4.3% | 1% | 7% | -12%[46.1 µM] | 2% |
| COc1cccc(/C=N/NC(=O)c2cccc([N+](=O)[O-])c2)c1OS(=O)(=O)c1ccc(C)cc1 | -6% | ? | 4% | -1.2% | -5% | -15% | -11%[46.1 µM] | 4% |
| CC1(C)OC(=O)N(c2ccccc2)C12C=Cc1cc(Br)ccc1O2 (stereo unspecified) | -13% | -4% | 0% | 0.0% | 5% | -4% | ? | -1% |
| O=C(NCC1CCCO1)c1c(O)c2cccc3c2n(c1=O)CC3 (stereo unspecified) | 1% | -12% | -10% | -1.0% | ? | 2% | ? | -5% |
| COc1cc(S(=O)(=O)N(Cc2ccco2)C2CCCC2)ccc1-n1cnnn1 | . | -9% | -7% | ? | ? | -7% | ? | -9% |
| Cn1c(C(=O)N2CCCC(C(=O)N3CCN(C(=O)c4ccco4)CC3)C2)cc2sccc21 (stereo unspecified) | 2% | -4% | 6% | -0.1% | -10% | -11% | 4%[46.1 µM] | 4% |
| COC(=O)c1cc(OC)c(OC)cc1NC(=S)Nc1cccc(Cl)c1 | 5% | -14% | -6% | -2.6% | ? | -1% | -7%[46.1 µM] | -13% |
| O=C(/C=C/c1ccc(Cl)c(Cl)c1)NCc1ccco1 | 1% | -3% | -2% | 0.0% | -4% | 11% | -8% | 1% |
| COc1ccc(N2CC(O)=C(c3nc4ccccc4s3)C2=N)c(OC)c1 | 0% | -28% | -5% | 0.9% | -10% | 6% | -25%[46.1 µM] | -7% |
| CN(C)S(=O)(=O)N1CCN(S(=O)(=O)N2CCOCC2)CC1 | ? | 4% | -1% | 0.0% | 5% | -6% | 4% | 1% |
| Cc1ccc(C2(C)NC(=O)N(CC(=O)Nc3cc(S(=O)(=O)N4CCOCC4)ccc3C)C2=O)cc1 (stereo unspecified) | -4% | -9% | -3% | 1.9% | 2% | -8% | 10% | 5% |
| CCOC(=O)C1CCN(Cc2nc(-c3ccc(OC)c(OC)c3)no2)CC1 | -5% | 1% | -10% | 2.2% | ? | -2% | -10%[46.1 µM] | 6% |
| CCOC(=O)Cn1nnnc1C(C(C)C)N(Cc1cccs1)Cc1cc2cc(C)ccc2[nH]c1=O (stereo unspecified) | -13% | -23% | -14% | -1.4% | ? | 3% | ? | 0% |
| Cc1nn(C)cc1CNC(=O)/C=C/c1cnn(C)c1 | -27% | -3% | -5% | 0.9% | 9% | 9% | 8% | -5% |
| Cc1cc(C(=O)Cn2nc(C(=O)O)c3ccccc3c2=O)c(C)n1CCc1ccc(Cl)cc1 | 3% | -18% | -12% | 1.9% | 2% | -3% | -44% | -7% |
| CCOc1ccc2ccccc2c1/C=N/NC(=O)CC1(C)OCCCO1 | 1% | -2% | -5% | 0.0% | -12% | 1% | -8% | -4% |
| CC(NC(=O)C1CCCCC1)C(c1cccs1)N1CCOCC1 (stereo unspecified) | . | 3% | -2% | 0.0% | . | 0% | 18% | 1% |
| COc1ccc(-n2c(=O)c3ccccc3n(CC(=O)NC3CCCCC3)c2=O)c(OC)c1 | 1% | -8% | -4% | -3.0% | -3% | -2% | -2%[46.1 µM] | -4% |
| Cc1cc(C)nc(NC(=O)CSc2nn(-c3ccccc3)c(=S)s2)n1 | . | -16% | -6% | -0.4% | . | -1% | -5% | 1% |
| O=C(CCCCC(=O)Nc1c(I)cc(I)c(C(=O)O)c1I)Nc1c(I)cc(I)c(C(=O)O)c1I | . | . | 6%[29.1 µM] | -0.3%[16.9 µM] | 1%[20.9 µM] | . | . | -4%[29.1 µM] |
| COc1cc(NC(=O)c2cccc([N+](=O)[O-])c2C)ccc1NC(=O)c1ccco1 | 4% | -17% | 7% | 1.0% | -1% | 0% | 10% | 3% |
| COc1ccc(NC(=O)/C(C#N)=C/c2c(C)nn(-c3ccc(F)cc3)c2Cl)cc1Cl | 1% | -7% | -4% | -5.2% | 9% | -7% | -37% | -1% |
| O=[N+]([O-])c1cnccc1Nc1ccc(F)cc1 | 1% | -7% | 2% | -1.0% | 19% | -1% | 16% | 7% |
| Cc1ccc(C(=O)NC(=O)CSc2ncccc2C(=O)O)cc1 | ? | 0% | -4% | 0.0% | ? | 8% | 14% | -6% |
| O=C(Nc1ccccc1)c1cc(N2CCOCC2)nc2ccccc12 | -14% | -6% | -1% | -7.3% | -9% | 14% | -10%[46.1 µM] | 0% |
| CCOC(=O)C(Cc1ccccc1)NC(=O)Cn1nnc(-c2ccc(SC)cc2)n1 (stereo unspecified) | -9% | -19% | 1% | -1.4% | -8% | 2% | -28%[46.1 µM] | 7% |

High-throughput results as filed in PubChem.
